STK33 inh: blocks human STK33 kinase activity. Q9BYT3. purified STK33, MBP phosphorylation, ADP-Glo luminescence. inhibition, % at 10 µM. 320,000 tested, 0.073% active. AID 2661;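 active = inhibition at or above 25%, using the most active replicate where run in duplicate; inactive = inhibition below 25%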
Target sequence (Q9BYT3 whole entry, looked up): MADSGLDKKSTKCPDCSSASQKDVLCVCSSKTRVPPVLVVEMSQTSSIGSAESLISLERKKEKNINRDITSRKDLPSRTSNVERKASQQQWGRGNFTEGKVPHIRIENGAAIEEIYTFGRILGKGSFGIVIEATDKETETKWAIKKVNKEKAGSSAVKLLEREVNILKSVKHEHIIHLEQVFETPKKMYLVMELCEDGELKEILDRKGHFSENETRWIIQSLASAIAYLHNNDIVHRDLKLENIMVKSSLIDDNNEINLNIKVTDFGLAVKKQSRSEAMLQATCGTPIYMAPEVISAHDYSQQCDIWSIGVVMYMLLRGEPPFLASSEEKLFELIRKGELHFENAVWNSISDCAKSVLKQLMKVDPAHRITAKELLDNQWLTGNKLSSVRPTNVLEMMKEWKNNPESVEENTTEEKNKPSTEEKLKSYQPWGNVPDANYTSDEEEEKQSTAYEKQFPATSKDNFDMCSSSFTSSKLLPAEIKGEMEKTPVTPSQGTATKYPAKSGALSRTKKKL
Kir21 inh: blocks the mouse Kir2.1 inward-rectifier potassium channel | P35561 | HEK293-Kir2.1, FluxOR thallium flux fluorescence; hits give low values | AID 1672 | 310,000 tested, 0.85% active | B-score at 10 µM;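 active = fluorescence ratio B-score at or below minus 3 SD of library scores, with starting-brightness B-score within 2 SD, cut at about -4.2 in these data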;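 note: channel flux triggered by added potassium and thallium sulfate stimulus; B-score of peak minus minimum fluorescence over baseline after thallium stimulus; more negative B-score means stronger Kir2.1 block with less thallium influx; some compounds called inactive have numbers as strong as hits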
Target sequence (P35561 whole entry, looked up): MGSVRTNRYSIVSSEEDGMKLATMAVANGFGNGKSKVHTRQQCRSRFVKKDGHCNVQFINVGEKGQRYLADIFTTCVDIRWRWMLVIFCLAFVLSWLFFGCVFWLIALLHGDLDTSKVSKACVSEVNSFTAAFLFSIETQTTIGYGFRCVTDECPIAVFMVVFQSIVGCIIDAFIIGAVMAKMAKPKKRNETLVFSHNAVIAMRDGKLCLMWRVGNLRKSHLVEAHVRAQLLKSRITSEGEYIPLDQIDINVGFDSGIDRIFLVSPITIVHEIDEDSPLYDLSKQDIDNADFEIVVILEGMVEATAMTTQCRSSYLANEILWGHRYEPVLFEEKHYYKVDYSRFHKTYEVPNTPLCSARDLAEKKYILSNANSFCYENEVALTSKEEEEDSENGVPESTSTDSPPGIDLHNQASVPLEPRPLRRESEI
An asterisk follows results filed as active; nt = no result given.

molecule | STK33 inh | Kir21 inh
COc1cccc(NC(=O)Cc2cccs2)c1 | 0.2 | -0.88
O=C(O)c1ccc(Cl)c(S(=O)(=O)Nc2cccc(C(=O)Nc3cccc(C(F)(F)F)c3)c2)c1 | -0.5 | 0.13
CCOc1ccc(N2CC(C(=O)Nc3cccc(C)c3C)CC2=O)cc1 (stereo not drawn) | -0.3 | 2
Clc1ccc(-c2nc3ccccc3[nH]2)cn1 | -0.1 | 0.06
COc1cc(/C=C2/S/C(=N/S(=O)(=O)c3ccccc3)NC2=O)c([N+](=O)[O-])cc1OC | -1.0 | -0.16
Cc1ccc(C(C)C)c(OCc2ccc(C(=O)N/N=C/c3ccc(O)cc3O)cc2)c1 | -1.8 | -0.38
O=C(NCC1(O)CCCCC1)C1CCC(=O)N(Cc2cccc(C(F)(F)F)c2)C1 (stereo not drawn) | -1.1 | 1.6
CC(=O)CSc1nnc2cc(C)c3ccccc3n12 | 0.1 | 0.11
CCNc1nc(NCC)nc(N/N=C/c2ccc([N+](=O)[O-])o2)n1 | -0.1 | 0.66
Cc1ccc(CSc2nnc(-c3cccs3)n2C)cc1 | -3.8 | 0.14
Cc1noc(C)c1COc1ccccc1C(=O)NNC(=O)c1ccc(F)cc1 | 0.5 | nt
COc1ccc(S(=O)(=O)N(C)CC(=O)Nc2ccccc2C(F)(F)F)cc1 | -0.8 | 1.9
COCc1c(C(=O)N2CCN(Cc3c(F)cccc3Cl)CC2)oc2ccccc12 | 0.1 | 0.37
COc1cc(CNc2ccccc2SC)cc(OC)c1OC | -1.1 | 1.4
CCN1CCN(C(c2cccs2)C(C)NC(=O)c2c(F)cccc2F)CC1 (stereo not drawn) | -0.1 | -0.19
c1ccn2cc(-c3ccc4c(c3)OCO4)cc2c1 | 0.7 | -0.73
O=C(CCN1C(=O)C2C3C=CC(C3)C2C1=O)NCCc1ccccc1 (stereo not drawn) | 0.1 | -0.38
COc1ccc(S(=O)(=O)Nc2ncccc2C)c2ccccc12 | -0.4 | -0.53
COc1cc(/C=C/C(=O)OCC(=O)Nc2cc(S(=O)(=O)N3CCCCC3)ccc2C)ccc1O | 0.7 | 0
CN1C(=O)C(CC(N)=O)N(NC(=O)c2ccc(Cl)cc2)C1=S (stereo not drawn) | -0.7 | -0.26
CCc1cccc(C)c1NC(=O)CO/N=C(\N)CC(=O)NC1CCCCC1 | 0.2 | 1.4
COc1cc(NC(=O)c2ccc(Cl)cc2Cl)ccc1-c1cc2ccccc2oc1=O | -1.0 | 1.2
COc1ccc(CCNC(=O)CN(c2cc([N+](=O)[O-])ccc2OC)S(C)(=O)=O)cc1 | 0.7 | -1.5
Clc1ccc(-c2nc3ccccn3c2CN2CCSCC2)cc1 | -0.7 | -1.5
C=CCNc1nc(-c2ccc(OC)cc2OC)cs1 | 0.4 | 0
CCOC(=O)c1cc2c(=O)n3ccccc3nc2n(CCOC)c1=NC(=O)C(C)(C)C | 1.4 | 0.08
O=C(COc1ccc(NC(=O)c2cccs2)cc1)c1ccc(F)cc1 | -1.5 | 0.89
COc1ccc(NC(=O)C2CCCO2)c(OC)c1 (stereo not drawn) | -2.2 | 1.9
Fc1ccccc1Cc1noc(CN(Cc2ccccn2)CC2CCCO2)n1 (stereo not drawn) | -0.3 | 0.08
CC(=O)Nc1ccc(C(=O)OCC(=O)Nc2ccc(N3CCOCC3)cc2)cc1 | -0.9 | 2.7
COC(=O)c1ccc(Cn2nnc3ccccc32)cc1 | -0.4 | 1.1
Cc1ccc2c(c1)N(C(=O)CCC(=O)NCc1ccccn1)CC(C)O2 (stereo not drawn) | -0.6 | 0.53
COCc1cc(C)nc(SCC[N+](C)(C)CC(=O)Nc2cccc(C(F)(F)F)c2)c1C#N | -1.0 | 1.7
O=C(OCn1ncc(Br)c(Br)c1=O)c1c(F)cccc1F | -0.9 | 0.79
COC(=O)c1ccc(S(=O)(=O)NCc2ccc(S(N)(=O)=O)cc2)o1 | -1.5 | 1.5
Cc1ccc(-c2noc(Cn3nc(C(=O)O)c4ccccc4c3=O)n2)cc1 | -2.0 | 1.8
N#Cc1c(-c2ccc(Cl)cc2)ccnc1N1CCOCC1 | 6.9 | 0
CCOC(=O)C1C(=O)NC(c2ccccc2)=NC1c1ccc(Br)cc1 (stereo not drawn) | -2.2 | 1.1
COCCNC(=O)Cn1cc2c(n1)CCC(C)C2 (stereo not drawn) | 8.2 | -1
Cc1cc(F)ccc1NC(=O)CCc1c(C)nn(-c2ccc(N3CCCCC3)nn2)c1C | 0.8 | -1.1
O=C(c1c(F)cccc1F)N1CCCC1 | -1.2 | -0.87
CCN(CC)S(=O)(=O)c1cc(C(=O)c2nccn2C)ccc1Cl | -0.5 | -1.2
CCC(C)Nc1nc2c(c(=O)n(C)c(=O)n2C)n1Cc1cccc(C)c1 (stereo not drawn) | -0.9 | 0.71
Nc1ccc2c(c1)Nc1ccccc1CC2 | -0.4 | -1.2
Cc1cccc(OCC(=O)Nc2ccc(N3CCN(C(=O)c4ccccc4)CC3)cc2)c1 | -4.3 | -1.9
CC(C)Cc1nnc(NC(=O)CCS(=O)(=O)c2ccc(Cl)cc2)s1 | -0.9 | -0.04
CCN(CC)CC(=O)Nc1c2c(nc3ccccc13)N(C)CC2 | -0.4 | -0.77
CCN(C(=O)CN1C(=O)NC(c2ccccc2)(c2ccc(C)c(C)c2)C1=O)C1CCCCC1 (stereo not drawn) | 1.2 | nt
CCCCN(C(=O)c1ccc2ccccc2c1)c1c(N)n(CCCC)c(=O)[nH]c1=O | -2.0 | nt
Cc1cccc(OCC(=O)N/N=C\c2cn(C)c3ccccc23)c1 | -0.5 | -0.18
CO/N=C\CC(=O)Nc1ccc(F)cc1 | -0.4 | 2.1
COc1ccc(-c2csc(NC(=O)CC(NC(C)=O)c3ccccc3)n2)cc1OC (stereo not drawn) | -2.5 | -1.1
Cc1ccccc1C1=NC(C(F)(F)F)(C(F)(F)F)c2c(n(-c3ccc(F)cc3)c(=O)[nH]c2=O)N1 | -1.5 | -2.5
O=C(NCCc1c[nH]c2ccccc12)/C(=C\c1cccs1)NC(=O)c1ccccc1 | 0.9 | -2.5
CSc1ccc(CC(=O)N2CCC(n3nccc3NC(=O)C3CC3)CC2)cc1 | -2.9 | 0.46
O=C(CCNc1cccc(C(F)(F)F)c1)c1ccco1 | -1.6 | 0.37
O=C(CSc1nncn1-c1ccccc1)NC1CCCCC1 | -0.3 | -0.03
O=S(=O)(c1ccc(-c2csc(=Nc3ccccc3)n2CCCN2CCOCC2)cc1)N1CCOCC1 | 0.7 | -0.08
C/C(=N\NC(=O)c1c(Cl)cnn1C)c1cccc(NC(=O)COc2ccccc2)c1 | 1.7 | 0.04
COc1nc(NC(C)=O)nc(C)c1Br | 0.0 | -0.14

Next part
molecule | STK33 inh | Kir21 inh
O=C(CN1C(=O)NC2(CCCC2)C1=O)NCc1ccccc1 | -0.4 | nt
CCOC(=O)c1c[nH]c(=O)c(Br)c1O | 0.3 | -0.51
COc1ccc2oc(C(=O)OCC(=O)N3CCN(c4ccccc4)CC3)c(C)c2c1 | -0.4 | -0.44
CC1CCCCN1C(=O)CSc1nnc(-c2ccco2)n1C (stereo not drawn) | 3.7 | 1.5
COC(=O)c1ccc(Cn2cc(C(F)(F)F)ccc2=O)cc1 | -1.6 | -1.4
CCOC(=O)c1cnc2nc(SC)nn2c1N | -0.8 | -0.54
Cc1ccc(NC(=O)Cn2c(O)c(N=NC(N)=O)c3ccccc32)cc1 | -1.1 | -0.43
CCCOc1ccc(NC(=O)C(=O)NCCCn2ccnc2)cc1 | -0.3 | -1.9
O=C(NCCc1ccc(C(F)(F)F)cc1)C1CC(=O)N(Cc2ccccc2)C1 (stereo not drawn) | -1.2 | nt
CCCC1=Nc2cc(C(=O)NCCN3CCOCC3)ccc2Sc2ccccc21 | 1.0 | 0.52
Cc1cc(C)n(-c2nc3ccccc3c(=O)n2OCc2ccc(Cl)cc2)n1 | -0.1 | 1.3
CCOc1ccc(S(=O)(=O)N2CCNC(=O)C2)cc1 | -0.1 | nt

Record cards, from the list above. Order of screens: STK33 inh, Kir21 inh
O=C(NCCc1ccc(C(F)(F)F)cc1)C1CC(=O)N(Cc2ccccc2)C1 (stereo not drawn) is listed as -1.2, nt
CCCOc1ccc(NC(=O)C(=O)NCCCn2ccnc2)cc1 is listed as -0.3, -1.9
Cc1ccc(NC(=O)Cn2c(O)c(N=NC(N)=O)c3ccccc32)cc1 is listed as -1.1, -0.43
CCOC(=O)c1c[nH]c(=O)c(Br)c1O is listed as 0.3, -0.51
COc1ccc2oc(C(=O)OCC(=O)N3CCN(c4ccccc4)CC3)c(C)c2c1 is listed as -0.4, -0.44

Going on with the list.
molecule | STK33 inh | Kir21 inh
O=C(c1ccc(Cl)cc1)N1CCCC(c2ccccc2)=N1 | -0.9 | 0.02
CCO[C@H]1OC(C(=O)O)=C[C@@H](c2ccccc2)[C@@H]1CCCO | -0.3 | -1.4
CCOC(=O)c1c(NC(=O)CSc2nc3ccccc3c(=O)n2-c2ccccc2)sc(C(C)=O)c1C | -0.3 | 0.3
CC(=O)Nc1coc2ccc(Br)cc12 | 5.1 | -0.11
COc1ccc(C(=O)NCC(=O)OCC(=O)c2ccc3c(c2)OCCO3)cc1 | -2.6 | -0.64
O=C(COC(=O)C12CC3CC(CC(Br)(C3)C1)C2)N1CCOCC1 | 0.3 | 1.9
Cn1c(CCNS(=O)(=O)c2ccccc2)nc2cc([N+](=O)[O-])ccc21 | -0.9 | 0.74
CCCC(C)C(=O)Nc1nnc(CCc2ccccc2)s1 (stereo not drawn) | -0.3 | 0.96
O=C(CCSCc1cccc(F)c1)NCCc1ccccc1 | -1.3 | 1.2
COC(=O)[C@@]12CCCCN1[C@H](c1ccc(-c3ccccc3)cc1)[C@@H]1C(=O)N(C)C(=O)[C@@H]12 | -0.1 | -0.44
O=C(CSC1=NCCN1)C1COc2ccccc2O1 (stereo not drawn) | -1.1 | -0.24
CC(=O)c1cccc(N(C(=O)CS(=O)CC(=O)Nc2ccc(F)cc2)C(C(=O)NC2CCCCC2)c2ccc(C)o2)c1 (stereo not drawn) | -2.2 | 0.92
COc1ccc(CCNC(=O)Cn2cnc3ccccc3c2=O)cc1OC | -1.0 | -2.4
O=C(COC(=O)CCC(=O)c1ccc(F)cc1)Nc1ccc(N2CCOCC2)cc1 | -0.7 | 0.88
O=C(Nc1cccc2ccccc12)c1ccc([N+](=O)[O-])s1 | -2.4 | 0.39
O=C(NC1CCCCC1)c1ccc(CS(=O)Cc2ccc(Cl)cc2)o1 (stereo not drawn) | 1.6 | 1.9
COc1ccc(OC)c(Nc2ncnc3ccccc23)c1 | 0.9 | 0.38
COc1ccc(C(=O)OCC(=O)Nc2ccc(F)cc2F)cc1OC | -0.5 | -1.3
Cc1c(-n2c(-c3ccccc3Cl)n[nH]c2=S)c(=O)n(-c2ccccc2)n1C | -0.8 | -0.01
Cc1nc(Nc2ccccc2)sc1C | -3.4 | 0.36
COc1ccc(N2CCN(C(=O)CN(c3ccc(Br)cc3)S(C)(=O)=O)CC2)cc1 | -0.7 | -0.01
CCOC(=O)CN(C)Cc1cn(C)nc1-c1ccc(Oc2ccccc2)cc1 | 0.8 | -0.5
O=C(NC1CCN(Cc2ccccc2)CC1)c1cncc(Br)c1 | 0.3 | -1.5
COc1ccc(-c2nnc(NC(=O)CS(=O)(=O)c3ccc(Cl)cc3)o2)c(OC)c1 | 1.2 | -1.6
CCN(CC)CCN1C(=O)C(=O)/C(=C(/O)c2ccc(S(=O)(=O)N3CCOCC3)cc2)C1c1ccc(C(C)C)cc1 (stereo not drawn) | -1.1 | -0.52
O=C(CSC1=NCCS1)N1CCN(c2ccccc2)CC1 | -0.7 | nt
CC(=O)N1CC(C)Sc2ccc(S(=O)(=O)NC3CCCCC3)cc21 (stereo not drawn) | -1.0 | -0.62
CCNC(=O)Cn1c(=O)c(=O)n(Cc2ccccc2)c2ccc(Cl)cc21 | -2.8 | 0
COCCn1c(SCC(=O)Nc2ccc3c(c2)OCCO3)nnc1-c1c[nH]c2ccccc12 | 3.5 | nt
Oc1ccccc1Nc1nc(NCc2ccco2)c2ccccc2n1 | 1.7 | -0.14
CCOc1cc(CN2CCN(S(=O)(=O)Cc3ccccc3)CC2)ccc1OC | 1.4 | 0.09
CCOc1cc(C(=O)OC(C)C(=O)Nc2ncc(Cl)cc2Cl)ccc1OCC(=O)N1CCOCC1 (stereo not drawn) | 0.7 | 0.09
C/C(=N/NC(=O)Cc1cccc2ccccc12)c1cccs1 | 0.3 | -0.21
COC(=O)c1c(SCC(=O)NC2CCCCC2)[nH]c2ccccc2c1=O | 0.4 | -0.55
c1ccc(-c2ccccc2OCCN2CCOCC2)cc1 | -1.5 | -0.23
Cc1cc(SCC(=O)NCCN2C(=O)CSC2=O)nc2ccccc12 | -1.6 | -2.3
O=C(OCC(=O)N(Cc1ccccc1)Cc1ccccc1)c1cccc(O)c1 | -1.9 | nt
OCCC1CCCCN1CC(O)COCc1ccc(Cl)cc1 (stereo not drawn) | -0.4 | -0.08
COc1ccc(Nc2nc(C(F)(F)F)nc(C)c2C#N)cc1 | nt | 1.4
NC(N)=NS(=O)(=O)c1ccc(NC(=S)NC(=O)Cc2ccc(Cl)cc2)cc1 | -1.7 | -1.4
O=C(O/N=C/c1ccc(Br)cc1)c1ccc(F)cc1 | -1.9 | -0.02
Cc1cc(C)n(CCNC(=O)c2cc(COc3c(F)cccc3F)on2)n1 | -0.8 | -0.13
S=C(NCCc1ccc(Cl)cc1)NCc1ccccc1 | -2.3 | -7.3*
Cc1cc(C)c(Cn2cnc3ccccc32)c(C)c1 | -2.0 | -3.2
COC(=O)c1sccc1NC(=O)CSc1ccccc1NS(=O)(=O)c1ccc(Cl)cc1 | 3.5 | 0.27
CC(C)(C)C(=O)COC(=O)c1ccccc1O | 0.1 | 0.24
